AGP1-GFP MLPCN = modulators of TOR pathway AGP1-GFP in S. cerevisiae; GFP response vs DMSO, % at 10 µM; AID 2066; S. cerevisiae AGP1-GFP multiplex flow cytometry, 3 h; GFP as percent of DMSO wells; 0.02% of 320,000 active;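 active means GFP response relative to DMSO above a set limit, near screen average plus 3 SD, cut at about 150% in these data; inconclusive means fewer than 70 cells counted for the yeast strain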;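 further: median GFP channel fluorescence of the gated AGP1 strain per well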
GRK2 aptamer HTS = inhibitors of human GRK2 displacing RNA aptamer; P25098; bead flow cytometry, FAM-aptamer displacement from GRK2; inhibition of aptamer binding, % at 10 µM; 0.59% of 330,000 active; AID 488847;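 active means inhibition of aptamer binding above 40%, roughly 3 SD of noise, on plates passing a quality check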;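 further: median bead fluorescence of bound FAM aptamer so fluorescent compounds give negative values; no value below 0 was filed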
GLD-1 RNA inh = GLD-1-TGE RNA interaction inhibition (C. elegans) | Q17339 | purified GLD-1 + fluorescein TGE RNA, fluorescence polarization | inhibition, % at 5.96 µM | 0.44% of 320,000 active | AID 2280;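 active means percent inhibition above a per-plate cutoff, the plate mean of test compounds plus 3 SD, cut at about 30% in these data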;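 further: 0% = DMSO wells with GLD-1 and probe and 100% = wells lacking GLD-1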
Target sequence (Q17339 whole entry, looked up): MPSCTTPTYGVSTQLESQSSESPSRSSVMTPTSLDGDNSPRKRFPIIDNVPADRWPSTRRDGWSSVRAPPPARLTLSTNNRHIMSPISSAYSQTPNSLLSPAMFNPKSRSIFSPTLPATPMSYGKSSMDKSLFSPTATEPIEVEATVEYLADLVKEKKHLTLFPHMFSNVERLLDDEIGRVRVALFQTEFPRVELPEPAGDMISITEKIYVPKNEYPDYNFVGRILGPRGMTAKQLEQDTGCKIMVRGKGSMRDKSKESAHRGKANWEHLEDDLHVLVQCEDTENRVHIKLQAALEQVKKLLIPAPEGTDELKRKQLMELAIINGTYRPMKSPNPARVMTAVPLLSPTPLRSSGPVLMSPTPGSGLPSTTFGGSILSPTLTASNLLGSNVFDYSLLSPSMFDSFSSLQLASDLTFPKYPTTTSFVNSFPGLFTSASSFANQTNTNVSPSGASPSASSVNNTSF
MEX-5 binding = C. elegans MEX-5 TCR-2 RNA binding activity; Q9XUB2; MEX-5/FITC-TCR2 RNA binding, fluorescence polarization; active compounds read low; activity score (negative = inhibition of binding), % at 10 µM; 0.38% of 300,000 active;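 active means inhibition past about -25% in most replicates, and total fluorescence under double the plate's negative control median, limit read from the data; inconclusive means replicates evenly split on the limit, or fluorescence at least double controls; inactive means too little inhibition in most replicates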;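 further: 0% = DMSO and -100% = 5 µM competing unlabeled TCR2 RNA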
Target sequence (Q9XUB2 whole entry, looked up): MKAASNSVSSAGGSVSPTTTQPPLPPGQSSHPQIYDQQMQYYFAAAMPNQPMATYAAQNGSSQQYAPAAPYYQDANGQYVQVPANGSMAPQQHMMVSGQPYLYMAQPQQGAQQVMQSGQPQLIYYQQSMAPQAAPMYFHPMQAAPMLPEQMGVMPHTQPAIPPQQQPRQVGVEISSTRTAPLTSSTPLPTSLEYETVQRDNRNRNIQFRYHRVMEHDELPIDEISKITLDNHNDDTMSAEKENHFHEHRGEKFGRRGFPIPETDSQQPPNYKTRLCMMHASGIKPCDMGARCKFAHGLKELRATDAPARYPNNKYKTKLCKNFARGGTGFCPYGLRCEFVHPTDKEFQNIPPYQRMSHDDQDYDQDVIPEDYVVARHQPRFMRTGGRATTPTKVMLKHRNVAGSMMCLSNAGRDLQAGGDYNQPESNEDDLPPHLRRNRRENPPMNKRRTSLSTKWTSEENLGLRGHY
CR mimetic SO = lowers age-related superoxide in aged yeast cells. 0.18% of 330,000 active. superoxide response (% of plate mean), % at 10 µM. AID 2690. S. cerevisiae aged cells, superoxide DHE fluorescence; active compounds read low;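 active means superoxide response under a set limit, about three screen SD below normal, cut at about 65% in these data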;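 further: yeast aged for seven days with compound at 30 °C before DHE staining; 100% = average MFI of all compound-treated wells on the plate with controls excluded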
VLA-4 inh = inhibition in a human VLA-4 binding assay; P13612; VLA-4 expressing cells, ligand binding flow cytometry; inhibition, % (about 7 µM as worked out from the volumes in the protocol); 0.2% of 330,000 active; in the data active means inhibition above about 50%
BCLXL inh = Bcl-xL (human) inhibition. Q07817. GST-Bcl-xL / FITC-Bim BH3 peptide fluorescence polarization. inhibition, % at 10.9 µM. 0.7% of 320,000 active. AID 2129;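 active means inhibition above the mean of all tested compounds plus 3 SD, cutoff set per campaign, cut at about 30% in these data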;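 further: 0% = DMSO wells and 100% = unlabeled Bim-BH3 peptide competitor; inhibitors lower millipolarization by displacing the labeled peptide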
MCL1-BIM inh = MCL1-BIM-BH3 interaction inhibition (human); inhibition, % at 10.9 µM; GST-MCL1 / FITC-Bim-BH3 fluorescence polarization; AID 2057; 0.68% of 320,000 active;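 active means inhibition above the mean inhibition of all tested compounds plus 3 SD, set per campaign, cut at about 40% in these data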;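 further: 0% = DMSO wells and 100% = unlabeled Bim-BH3 peptide control; higher means more loss of mP so more displacement of Bim peptide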
CIT2 TOR yeast = yeast TOR pathway CIT2-GFP modulation; S. cerevisiae CIT2-GFP strain, flow cytometry, 3 h; 100 means same as DMSO wells; GFP response vs DMSO, % at 10 µM; 0.065% of 320,000 active; AID 2029;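 active means GFP response relative to DMSO above a set limit, near the screen mean plus 3 SD, cut at about 150% in these data; inconclusive means Fewer than 70 cells measured for a yeast strain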;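 further: ratio of well median GFP fluorescence to mean of DMSO wells on the plate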
* hit, by the source's call. An unsorted share of the library; 2.1% or so of the library scored in one or more.

How did CN(C)S(=O)(=O)c1ccc(C(=O)OCn2nnc3ccccc3c2=O)cc1 do in these assays?
AGP1-GFP MLPCN: 93; GRK2 aptamer HTS: 1; GLD-1 RNA inh: 0; MEX-5 binding: 2.7; CR mimetic SO: 65*; VLA-4 inh: 4; BCLXL inh: 3; MCL1-BIM inh: -3; CIT2 TOR yeast: 104

What do the screens show for `CN(C)c1ccc(/C=C(\NC(=O)c2ccccc2)C(=O)N/N=C/c2ccc(C(=O)O)cc2)cc1`?
AGP1-GFP MLPCN: 103; GRK2 aptamer HTS: 0; GLD-1 RNA inh: -19; MEX-5 binding: 2.5; CR mimetic SO: 94; VLA-4 inh: -3; BCLXL inh: -19; MCL1-BIM inh: -28; CIT2 TOR yeast: 104

What do the screens show for `O=C(Nc1ccc(N2CCCC2)cc1)C(Cl)c1ccccc1` (centres undefined)?
AGP1-GFP MLPCN: 106; GRK2 aptamer HTS: 0; GLD-1 RNA inh: 0; MEX-5 binding: 3.1; CR mimetic SO: 103; VLA-4 inh: 1; BCLXL inh: 20; MCL1-BIM inh: 11; CIT2 TOR yeast: 100

How did CN(Cc1cnn(C)c1)C(=O)C1CCC(=O)N(Cc2ccc(Cl)cc2)C1 (centres undefined) do in these assays?
AGP1-GFP MLPCN: 96; GRK2 aptamer HTS: 0; GLD-1 RNA inh: -2; MEX-5 binding: 1.7; CR mimetic SO: 105; VLA-4 inh: 4; BCLXL inh: 4; MCL1-BIM inh: 2

Results for Cc1ccc(C(=O)Cn2c(C)cc(C)c(C#N)c2=O)cc1 ?
AGP1-GFP MLPCN: 101; GRK2 aptamer HTS: 0; GLD-1 RNA inh: 9; MEX-5 binding: -0.6; CR mimetic SO: 106; VLA-4 inh: 1; BCLXL inh: -6; MCL1-BIM inh: 1; CIT2 TOR yeast: 92

What do the screens show for `COc1ccc(OC)c(C(C(=O)NC2CCCCC2)N(C(=O)c2ccccn2)c2cccnc2)c1` (centres undefined)?
AGP1-GFP MLPCN: 108; GRK2 aptamer HTS: 0; GLD-1 RNA inh: 1; MEX-5 binding: 1.8; CR mimetic SO: 90; VLA-4 inh: -1; BCLXL inh: 3; MCL1-BIM inh: 4; CIT2 TOR yeast: 100

How did Cn1c(Cc2cccs2)nnc1SCC(=O)Nc1ccc(F)cc1F do in these assays?
AGP1-GFP MLPCN: 91; GRK2 aptamer HTS: 0; GLD-1 RNA inh: 3; MEX-5 binding: -1.0; CR mimetic SO: 98; VLA-4 inh: 3; BCLXL inh: -2; MCL1-BIM inh: -3; CIT2 TOR yeast: 92

Results for COc1cc(CC(=O)OCC(=O)Nc2cccc([N+](=O)[O-])c2)cc(OC)c1OC ?
AGP1-GFP MLPCN: inconclusive; GRK2 aptamer HTS: 3; GLD-1 RNA inh: 5; MEX-5 binding: -1.0; CR mimetic SO: 89; VLA-4 inh: 13; BCLXL inh: 3; MCL1-BIM inh: 1; CIT2 TOR yeast: inconclusive

Results for Cc1c(C(=O)OC2CCCC2)[nH]c2c1C(=O)CC(c1ccco1)C2 (centres undefined) ?
AGP1-GFP MLPCN: 70; GRK2 aptamer HTS: 8; GLD-1 RNA inh: 4; MEX-5 binding: 2.3; CR mimetic SO: 100; VLA-4 inh: 23; BCLXL inh: -2; MCL1-BIM inh: 3; CIT2 TOR yeast: 96

What do the screens show for `Cc1ccc[n+](CC(=O)Nc2nc3ccccc3s2)c1`?
AGP1-GFP MLPCN: 97; GRK2 aptamer HTS: 1; GLD-1 RNA inh: 6; MEX-5 binding: -1.6; CR mimetic SO: 97; VLA-4 inh: 10; BCLXL inh: 3; MCL1-BIM inh: 4; CIT2 TOR yeast: 107

Compounds from the list above with a halogen (3):
What do the screens show for `O=C(Nc1ccc(N2CCCC2)cc1)C(Cl)c1ccccc1` (centres undefined)?
AGP1-GFP MLPCN: 106; GRK2 aptamer HTS: 0; GLD-1 RNA inh: 0; MEX-5 binding: 3.1; CR mimetic SO: 103; VLA-4 inh: 1; BCLXL inh: 20; MCL1-BIM inh: 11; CIT2 TOR yeast: 100

How did CN(Cc1cnn(C)c1)C(=O)C1CCC(=O)N(Cc2ccc(Cl)cc2)C1 (centres undefined) do in these assays?
AGP1-GFP MLPCN: 96; GRK2 aptamer HTS: 0; GLD-1 RNA inh: -2; MEX-5 binding: 1.7; CR mimetic SO: 105; VLA-4 inh: 4; BCLXL inh: 4; MCL1-BIM inh: 2

How did Cn1c(Cc2cccs2)nnc1SCC(=O)Nc1ccc(F)cc1F do in these assays?
AGP1-GFP MLPCN: 91; GRK2 aptamer HTS: 0; GLD-1 RNA inh: 3; MEX-5 binding: -1.0; CR mimetic SO: 98; VLA-4 inh: 3; BCLXL inh: -2; MCL1-BIM inh: -3; CIT2 TOR yeast: 92

Other compounds
How did C=CCNC(=O)COc1ccc(S(=O)(=O)NC2CCCCC2)cc1 do in these assays?
AGP1-GFP MLPCN: 97; GRK2 aptamer HTS: 0; GLD-1 RNA inh: 2; MEX-5 binding: 3.8; CR mimetic SO: 100; VLA-4 inh: 10; BCLXL inh: 3; MCL1-BIM inh: 5; CIT2 TOR yeast: 99

How did CCCCOC(=O)c1ccc(NC(=S)NC(=O)c2c(Br)c(C)nn2C)cc1 do in these assays?
AGP1-GFP MLPCN: 105; GRK2 aptamer HTS: 0; GLD-1 RNA inh: 6; MEX-5 binding: 0.4; CR mimetic SO: 106; VLA-4 inh: -3; BCLXL inh: 7; MCL1-BIM inh: 4; CIT2 TOR yeast: 105

What do the screens show for `Cn1c(CO)cnc1S(=O)(=O)Cc1ccc([N+](=O)[O-])cc1`?
AGP1-GFP MLPCN: 36; GRK2 aptamer HTS: 4; GLD-1 RNA inh: 5; MEX-5 binding: 2.0; CR mimetic SO: 96; VLA-4 inh: -7; BCLXL inh: 6; MCL1-BIM inh: -3; CIT2 TOR yeast: 115

How did COc1cc(O)c(C(CC(=O)N2CCCC(C)C2)c2cc(OC)c(OC)c(OC)c2)c(OC)c1 (centres undefined) do in these assays?
AGP1-GFP MLPCN: 76; GRK2 aptamer HTS: 1; GLD-1 RNA inh: 0; MEX-5 binding: -0.2; CR mimetic SO: 96; VLA-4 inh: 0; BCLXL inh: 0; MCL1-BIM inh: -3; CIT2 TOR yeast: 74

Results for CCOc1ccc(C(=O)Nc2ccc(NC(=O)c3ccccc3)c(C)c2)cc1[N+](=O)[O-] ?
AGP1-GFP MLPCN: 87; GRK2 aptamer HTS: 0; MEX-5 binding: -0.1; CR mimetic SO: 110; VLA-4 inh: 10; CIT2 TOR yeast: 103

Results for Cc1ccc(CN2CC(=O)N3[C@H]4c5cc(Cl)ccc5OC[C@@H]4[C@H](c4ccccc4)[C@]3(C)C2=O)cc1 ?
AGP1-GFP MLPCN: 97; GRK2 aptamer HTS: 1; GLD-1 RNA inh: -6; CR mimetic SO: 108; VLA-4 inh: 11; BCLXL inh: -3; MCL1-BIM inh: -3; CIT2 TOR yeast: 94

What do the screens show for `COc1ccc(NS(=O)(=O)c2cc(NC(=O)C3=NN(c4ccccc4)C(=O)CC3)ccc2OC)cc1`?
AGP1-GFP MLPCN: 96; GRK2 aptamer HTS: 5; GLD-1 RNA inh: 8; CR mimetic SO: 99; VLA-4 inh: 20; CIT2 TOR yeast: 87

How did COc1ccc(S(=O)(=O)N(C(=O)c2ccco2)c2cc3sc(=O)oc3c3ccccc23)cc1 do in these assays?
AGP1-GFP MLPCN: 89; GRK2 aptamer HTS: 0; GLD-1 RNA inh: 5; MEX-5 binding: 3.0; CR mimetic SO: 96; VLA-4 inh: 14; BCLXL inh: 17; MCL1-BIM inh: 45*; CIT2 TOR yeast: 91

How did COc1ccccc1-n1cnnc1SCC(=O)NCc1cccs1 do in these assays?
AGP1-GFP MLPCN: 93; GRK2 aptamer HTS: 0; GLD-1 RNA inh: -2; MEX-5 binding: 0.6; CR mimetic SO: 108; VLA-4 inh: -3; BCLXL inh: 0; MCL1-BIM inh: 3; CIT2 TOR yeast: 91

Results for CSc1ccccc1NC(=O)C1CC(c2ccccc2O)=NO1 (centres undefined) ?
AGP1-GFP MLPCN: 92; GRK2 aptamer HTS: 2; GLD-1 RNA inh: 6; MEX-5 binding: -0.6; CR mimetic SO: 97; VLA-4 inh: -2; BCLXL inh: 9; MCL1-BIM inh: 9; CIT2 TOR yeast: 89

Results for COc1ccc(-c2nn(-c3ccccc3)cc2C(=O)N(C)CC(=O)Nc2ccc(N3CCOCC3)cc2)cc1 ?
AGP1-GFP MLPCN: 101; GRK2 aptamer HTS: 1; GLD-1 RNA inh: 4; MEX-5 binding: 2.7; CR mimetic SO: 106; VLA-4 inh: 16; BCLXL inh: 0; MCL1-BIM inh: 0; CIT2 TOR yeast: 99

What do the screens show for `Cc1cc(C(=O)OCC(=O)Nc2cc(S(=O)(=O)N(C)C)ccc2C)c2ccccc2n1`?
AGP1-GFP MLPCN: 100; GRK2 aptamer HTS: 1; GLD-1 RNA inh: 9; MEX-5 binding: -1.8; CR mimetic SO: 110; VLA-4 inh: 1; BCLXL inh: 3; MCL1-BIM inh: -4; CIT2 TOR yeast: 98

How did COc1ccc(CCNC(=O)C2CC(c3ccc(C(F)(F)F)cc3)=NO2)cc1 (centres undefined) do in these assays?
AGP1-GFP MLPCN: 104; GRK2 aptamer HTS: 5; GLD-1 RNA inh: 8; MEX-5 binding: 1.6; CR mimetic SO: 97; VLA-4 inh: 0; BCLXL inh: -4; MCL1-BIM inh: 2; CIT2 TOR yeast: 98

What do the screens show for `CCCc1sc(N2CCCC(C(N)=O)C2)nc1-c1ccccc1` (centres undefined)?
AGP1-GFP MLPCN: 108; GRK2 aptamer HTS: 1; GLD-1 RNA inh: -3; MEX-5 binding: -1.7; CR mimetic SO: 115; VLA-4 inh: 13; BCLXL inh: -1; MCL1-BIM inh: 13; CIT2 TOR yeast: 88

Results for COc1ccc(NC(=O)CN2CCN(S(=O)(=O)c3ccc(F)cc3)CC2)cc1Cl ?
AGP1-GFP MLPCN: 92; GRK2 aptamer HTS: 1; GLD-1 RNA inh: -7; MEX-5 binding: -1.2; CR mimetic SO: 112; VLA-4 inh: 22; BCLXL inh: 2; MCL1-BIM inh: -4; CIT2 TOR yeast: 92

Results for O=C(Nc1nc2ccccc2[nH]1)c1ccc(F)cc1 ?
AGP1-GFP MLPCN: 91; GRK2 aptamer HTS: 0; GLD-1 RNA inh: 7; MEX-5 binding: -2.3; CR mimetic SO: 113; VLA-4 inh: 3; BCLXL inh: 2; MCL1-BIM inh: 3; CIT2 TOR yeast: 102

Results for COc1ccccc1CNC(=O)COC(=O)/C=C/c1ccc(OC(F)F)c(OC)c1 ?
AGP1-GFP MLPCN: 99; GRK2 aptamer HTS: 0; GLD-1 RNA inh: 3; MEX-5 binding: 6.8; CR mimetic SO: 105; VLA-4 inh: 5; BCLXL inh: -6; MCL1-BIM inh: -3; CIT2 TOR yeast: 88
